From PubChem
Vif imaging: inhibitors of HIV Vif. HEK293T cells, Vif self-association by quenched fluorescence, imaging, 24 h. inhibition, % at 7.49 µM. hit rate 0.35% among 340,000. AID 602346; in the data active means inhibition above about 50%, passing the limit was not always enough; inconclusive means no clear call, values can overlap the other calls; inactive means below about 31%; further: some results filed as inactive read as strong as hits
NR2E3 ag-1: activates human photoreceptor nuclear receptor NR2E3; inhibition of corepressor binding, % at 4.78 µM; hit rate 0.12% among 320,000; AID 2300; Q9Y5X4; GST-NR2E3/biotin-RetCOR TR-FRET, 1536-well;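 active means percent inhibition above the cutoff of mean plus 3 SD of all tested compounds, set per screening campaign, cut at about 20% in these data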;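 further: 0% = DMSO wells and 100% = biotin wells as full block of FRET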
Target sequence (Q9Y5X4 whole entry, looked up): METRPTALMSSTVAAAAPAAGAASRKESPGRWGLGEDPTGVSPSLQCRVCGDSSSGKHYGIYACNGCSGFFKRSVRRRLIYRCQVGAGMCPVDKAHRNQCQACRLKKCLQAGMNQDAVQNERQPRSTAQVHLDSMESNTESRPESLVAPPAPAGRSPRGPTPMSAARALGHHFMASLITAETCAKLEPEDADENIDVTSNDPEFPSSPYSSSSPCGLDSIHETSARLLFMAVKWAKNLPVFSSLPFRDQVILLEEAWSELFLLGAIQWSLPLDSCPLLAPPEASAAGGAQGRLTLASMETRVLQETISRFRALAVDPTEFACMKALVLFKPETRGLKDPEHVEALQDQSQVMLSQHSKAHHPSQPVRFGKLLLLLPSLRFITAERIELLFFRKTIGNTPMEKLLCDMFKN
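Material – GST-tagged NR2E3 plus biotinylated RetCOR corepressor · Quantity – NR2E3 fusion 1.35 nM · Times – 5 h incubation at 4 °C · Medium – pH 7.5 Tris-based buffer · Technique – TR-FRET, Eu(K)-anti-GST donor, streptavidin-D2 acceptor, ex 340, em 617/671 nm · Benchmarks – high control biotin, low control 0.6% DMSO · Format – 1536-well plates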
NR2E3 ag-2: activates human NR2E3 receptor. hit rate 0.35% among 360,000. AID 602229. CHO-S Gal4-NCOR/VP16-NR2E3 two-hybrid, luciferase. Q9Y5X4. inhibition of corepressor binding, % at 3.98 µM;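 active means inhibition above the mean of all tested compounds plus 3 SD, cut at about 70% in these data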;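 further: 0% = DMSO with NR2E3 transfected cells and 100% = cells lacking NR2E3 construct; higher means lower luciferase signal from less NR2E3 corepressor binding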
MITF TRPM1 inh: reduces MITF-dependent TRPM1 promoter luciferase signal. SK-MEL-5 TRPM1 promoter luciferase, 24 h. inhibition, % at 12.5 µM. hit rate 0.83% among 330,000. AID 488899;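 active means mean inhibition across replicates of 60% or more, whatever share of single replicates reaches that level; inconclusive means some that reach 60%, reason not given; inactive means mean inhibition across replicates below 60%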; further: values of inactives mirror those of a sister screen read the other way
Peg3 promoter: inhibitors of Peg3 promoter; HeLa PEG-Prom luciferase reporter, luminescence, overnight; hit rate 1.7% among 360,000; inhibition, % at 20 µM;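 active means inhibition of at least 50% at 20 µM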
iPSC survival up: enhancers of human iPSC single-cell survival; hiPSC single-cell survival, ATPlite luminescence; 100% = ROCK inhibitor wells, 0% = DMSO; survival enhancement, % at 20 µM; hit rate 0.044% among 360,000; AID 602274; in the data active means survival enhancement above about 18%;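 further: cells exposed to compounds for 16 hours before the ATP read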
HIF-2a inh: blocks HIF-2a reporter activity | inhibition, % at 18.8 µM | 786-0 RCC cells HIF-2a reporter, luciferase luminescence, overnight | hit rate 0.72% among 360,000;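 active means inhibition of the luminescence signal of 40% or more relative to plate controls, in a single-dose primary screen at 18.75 µM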
CaV13 FRET inh: Disruptors of the CACNA1D IQ motif to Ca2+-dependent inactivation inhibitor domain association, primary screening, Förster resonance energy transfer in intact living …; HEK cells, CFP/YFP FRET ICDI-IQ, plate reader, 10 min; percent FRET-ratio fall versus neutral wells; inhibition, % at 12.3 µM; hit rate 0.098% among 340,000;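 active means mean replicate inhibition of at least 30% and at least 1% of replicates passing that level; inconclusive means only one of the two criteria is met; inactive means neither criterion is met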;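 further: 0% = median of the neutral control wells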
PDI turbidity: blocks human protein disulfide isomerase activity; P07237; inhibition, % at 10 µM; PDI insulin aggregation turbidity, A650, 90 min; hit rate 0.052% among 350,000;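 active means mean inhibition across replicates of 30% or more, whatever share of single replicates reach that level; inconclusive means mean inhibition below 30% while every single replicate reaches 30%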;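 further: absorbance from insulin aggregation driven by PDI reduction with DTT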
Target sequence (P07237 whole entry, looked up): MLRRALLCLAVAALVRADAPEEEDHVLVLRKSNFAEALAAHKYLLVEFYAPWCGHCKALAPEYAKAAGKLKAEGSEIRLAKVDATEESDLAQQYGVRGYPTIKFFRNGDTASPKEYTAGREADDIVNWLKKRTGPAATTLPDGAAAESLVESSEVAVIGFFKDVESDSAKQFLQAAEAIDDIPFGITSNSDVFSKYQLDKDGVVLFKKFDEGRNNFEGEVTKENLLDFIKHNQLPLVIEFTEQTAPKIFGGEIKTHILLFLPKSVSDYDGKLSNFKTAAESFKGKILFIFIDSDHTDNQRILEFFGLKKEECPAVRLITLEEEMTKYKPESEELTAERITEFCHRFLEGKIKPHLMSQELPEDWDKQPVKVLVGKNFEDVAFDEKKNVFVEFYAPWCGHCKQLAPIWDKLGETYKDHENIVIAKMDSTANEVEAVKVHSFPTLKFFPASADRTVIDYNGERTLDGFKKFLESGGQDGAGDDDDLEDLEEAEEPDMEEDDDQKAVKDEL
Granule exo inh: blocks lytic granule exocytosis; TALL-104 LAMP-1 surface exposure, flow cytometry; cells stimulated with thapsigargin and PMA; inhibition, % at 10 µM; hit rate 0.66% among 360,000;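 active means inhibition above about 55%, limit read from the data; inconclusive means no clear call, values can overlap the other calls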
aDG glyco act: increases alpha dystroglycan glycosylation; Pro5-aDG cells, alpha-DG glycosylation AlphaScreen (IIH6); 0% Pro5, 100% B10-LARGE cell signal; activation, % at 10 µM; hit rate 0.22% among 360,000; AID 624168;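 active means activation of at least 8% versus controls, or a plate z-score of at least 8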;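 further: Pro5 are CHO cells carrying HIG-tagged alpha-DG that lacks glycosylation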
An asterisk follows results filed as active; ? = inconclusive; . = no result given.

SMILES	Vif imaging	NR2E3 ag-1	NR2E3 ag-2	MITF TRPM1 inh	Peg3 promoter	iPSC survival up	HIF-2a inh	CaV13 FRET inh	PDI turbidity	Granule exo inh	aDG glyco act
CCOc1ccccc1C=Nc1ccccc1C(=O)Nc1ccccc1	-1	-1	-10	6	10	1.1	20	-5	6	-3	0.0
C/C(=N\NC(=O)c1c(Cl)c(C)nn1C)c1ccc(NC(=O)c2ccncc2)cc1	5	3	-32	-6	-14	6.4	11	-4	-7	1	0.0
CCOc1ccc2nc(NC(NC(C)=O)(C(=O)OC)C(F)(F)F)sc2c1 (configuration not stated)	.	-4	8	-3	1	-0.8	-16	-8	-7	0	-0.1
CN(C)S(=O)(=O)c1cccc(C(=O)NCc2cccs2)c1	-3	-1	-23	5	1	6.0	18	.	10	1	-0.1
Cc1ccccc1NS(=O)(=O)c1cc(C(=O)Nc2cccc(N(C)S(C)(=O)=O)c2)ccc1C	-6	-2	6	11	7	-1.6	18	-4	-5	-10	0.0
COc1ccc(Cl)cc1C(=O)NN=C1CCCC1	-3	-3	-6	-6	-6	0.1	12	-4	5	4	0.0
O=C(Nc1cc(Cl)ccc1-n1cncn1)c1cc(F)c(F)c(F)c1F	1	-1	-27	18	6	-0.5	2	-3	1	9	2.4
S=c1[nH]c2ccc(Cl)cc2s1	-1	4	-3	7	-1	1.1	3	-19	10	7	0.0
CC1CN(C(=O)c2cn3ccccc3n2)CC(C)O1 (configuration not stated)	2	0	9	-2	-22	0.3	-15	-4	7	1	-0.1
CC(C)(C)SCCNC(=O)/C=C/c1ccc(F)cc1	5	1	-59	-18	-127	3.8	-126	-4	5	5	-0.3
COC(=O)c1cc(-c2ccc(OC)cc2F)nc2nc(SC)[nH]c(=O)c12	6	3	2	8	-15	0.5	2	-5	3	-10	0.1
CC(C)(C)n1[nH]c2c3c(ccc2c1=O)C(=O)c1ccccc1C3=O	-8	-11	-6	?	-27	16	-33	-6	15	0	4.1
CCCCNC(=O)CSc1nc2ccccc2c(=O)n1Cc1ccc2c(c1)OCO2	-2	0	8	9	10	-0.7	6	-4	-2	-1	0.0
COC(=O)CN1C(=O)N/C(=C/c2ccc(OC)cc2)C1=O	-6	-1	9	-13	-3	0.6	9	-7	-4	-2	0.0
O=C(CN1CCOCC1)NCC12CC3CC(CC(C3)C1)C2	4	0	6	3	2	6.1	9	.	3	-2	-0.2
CCn1nc(C(=O)OC2CCOC2=O)c2ccccc2c1=O (configuration not stated)	.	1	2	0	13	-1.3	10	.	9	1	-0.2
NC(=O)COC(=O)c1cc(-c2cccs2)nn1-c1ccccc1	-2	0	-26	-5	-8	1.2	17	3	11	1	-0.2
CC(Sc1nc(-c2ccccc2)cc(C(F)(F)F)n1)C(=O)NCc1ccco1 (configuration not stated)	-3	-2	-21	-4	4	1.6	15	.	11	-1	0.0
C=CCn1c(=N)n(CC(O)COc2ccccc2OC)c2ccccc21 (configuration not stated)	6	-1	-17	.	12	-1.0	10	-7	.	0	0.1
CCCCC(=O)Nc1sc2c(c1C#N)CC(C)(C)OC2	-15	-3	-40	-90	-160	-0.5	-102	7	-11	-2	0.1

Full records, quoted from the list. Order of values: Vif imaging, NR2E3 ag-1, NR2E3 ag-2, MITF TRPM1 inh, Peg3 promoter, iPSC survival up, HIF-2a inh, CaV13 FRET inh, PDI turbidity, Granule exo inh, aDG glyco act
`CC(C)(C)n1[nH]c2c3c(ccc2c1=O)C(=O)c1ccccc1C3=O` reads -8, -11, -6, ?, -27, 16, -33, -6, 15, 0, 4.1
`NC(=O)COC(=O)c1cc(-c2cccs2)nn1-c1ccccc1` reads -2, 0, -26, -5, -8, 1.2, 17, 3, 11, 1, -0.2
`O=C(CN1CCOCC1)NCC12CC3CC(CC(C3)C1)C2` reads 4, 0, 6, 3, 2, 6.1, 9, ., 3, -2, -0.2

The results go on.
SMILES	Vif imaging	NR2E3 ag-1	NR2E3 ag-2	MITF TRPM1 inh	Peg3 promoter	iPSC survival up	HIF-2a inh	CaV13 FRET inh	PDI turbidity	Granule exo inh	aDG glyco act
COc1ccc(S(=O)(=O)NCc2ccccn2)cc1C	1	.	18	.	-4	4.2	0	-12	4	11	-0.1
Cc1ccc(NC(=O)CSc2nc3ccccc3c(=O)n2CCCN2CCCCC2)cc1C	-2	3	-25	70*	55*	-1.4	35	-3	8	14	8.3*
COc1ccc(OCCN2CCC(C(=O)NC(c3ccc(F)cc3)c3ccc4ccccc4n3)CC2)cc1 (configuration not stated)	17	.	1	.	22	0.4	-31	-8	0	12	1.5
CCc1ccccc1NC(=O)COc1cccc(-n2cnnn2)c1	4	6	1	1	15	1.4	1	-2	2	-1	0.0
CCOC(=O)CC1(C)SC(NC(C)=O)=NN1C(C)=O (configuration not stated)	6	-2	7	-1	-3	2.4	21	-4	-14	-1	-0.3
CCc1ccc(S(=O)(=O)Nc2cc3c(cc2N2CCCCC2)n(C)c(=O)c(=O)n3C)cc1	-3	-2	16	-11	-12	-0.5	20	-7	6	1	0.1
CCSC1=NCCN1C(=O)Cc1ccc(-c2ccccc2)cc1	3	1	-40	-7	0	-0.7	-17	-7	-2	-4	0.0
N#CC1=C(N)NC(SCC(=O)Nc2ccc(Br)cc2)=C(C#N)C12CCCCC2	4	0	7	-4	45	8.6	28	-5	3	-4	0.5
C=CCN(c1cccc(C(F)(F)F)c1)S(=O)(=O)c1cccc(C(=O)OCC(=O)NC(N)=O)c1	-5	-1	8	5	1	1.1	8	-5	2	3	-0.1
COc1ccc(-c2coc3cc(OC4OC(CO)C(O)C(O)C4O)ccc3c2=O)cc1 (configuration not stated)	5	-1	-30	-62	-276	-0.8	-232	-4	9	-6	-0.1
CCN(CC)c1ccc(/C=N/NC(=O)c2ccccn2)cc1	-3	-3	-78	-16	-149	0.3	-217	-27	-1	2	-0.1
COc1cc(-n2c(=O)c3ccccc3n(CC(=O)c3ccc(F)cc3)c2=O)cc(OC)c1OC	-1	1	-6	-2	7	0.2	13	-2	1	0	0.1
O=C(CCc1nc2ccccc2c(=O)[nH]1)NNC(=O)c1ccc(F)cc1	-5	0	-7	1	3	-0.7	14	-15	-12	7	-0.1
O=C(CCSCCC(=O)NN=Cc1ccccc1)NN=Cc1ccccc1	8	.	24	-6	5	2.0	-2	-6	4	10	0.0
CN(CCc1ccccc1)C(=O)c1cccc(NC(=O)Cc2cccc(NC(=O)C3CCCN(C(=O)c4ccccc4)C3)c2)c1 (configuration not stated)	-19	.	-94	14	-4	4.7	4	-5	-2	10	-0.1
Cc1ccc(C)c2c1cc(C)c1nnc(SCC(=O)Nc3cccc(C(=O)O)c3)n12	12	1	1	-3	3	-0.4	17	9	7	-4	-0.1
CC(NC(=O)c1ccc(OC2CCN(Cc3ccccn3)CC2)cc1)c1nccs1 (configuration not stated)	-3	-2	22	-6	4	-0.5	6	-3	-2	-2	-0.2
Cc1csc(NC(=O)CSc2nnc(Cn3c(=O)sc4ccccc43)n2-c2ccccc2)n1	-3	2	5	5	14	0.2	20	-2	.	-3	0.0
COc1ccc2cc(CCNC(=O)c3ccc4c(c3)OCO4)c(=O)[nH]c2c1	-8	2	-1	25	11	-0.5	38*	-5	-37	-1	0.0
NC(Cc1ccc(F)cc1)c1csc(Nc2nncc3ccccc23)n1 (configuration not stated)	-18	.	9	.	103*	-5.2	-11	-6	-3	39	0.0
COCCn1c(=O)[nH]c2cc(C(=O)N3CCN(c4ccc(Cl)cc4)CC3)ccc2c1=O	-9	2	-31	26	-4	-0.5	9	-3	-6	2	0.1
O=C(COC(=O)CN1C(=O)NC2(CCCC2)C1=O)NCc1ccc(Cl)cc1Cl	-4	.	16	3	-2	-2.4	2	-6	-3	-3	0.0
Cc1ccc(C(=O)OCC(=O)N2CCC(C)CC2)cc1S(=O)(=O)N1CCCCC1	-11	2	-19	0	-6	-0.4	-5	-10	1	1	0.2
CC(=O)c1c(C(C)=O)c(C)n(NC(=O)c2ccccc2Cl)c1C	20	0	-10	10	25	1.6	12	-5	8	-7	-0.1
CC(=O)Nc1ccc(NC2=CC(=O)CC(C)(C)C2)cc1	31	3	-2	9	3	1.7	17	-1	5	1	-0.1
O=S(=O)(NN=Cc1cccc(Cl)c1)c1ccccc1	-6	.	-25	.	17	0.3	-1	-10	.	-6	0.0
CCSc1cc(C)nc2c(-c3ccccc3)cnn12	6	1	-76	-16	-253	-0.1	-223	-19	2	5	0.0
CCOC(=O)c1ccc(NC(=O)CCn2nnc3ccccc32)cc1	.	2	-18	-17	-59	-0.2	-21	.	-3	1	-0.1
COc1cc(CNc2nnnn2C)ccc1OCc1c(F)cccc1Cl	-18	-2	-14	8	7	-4.9	11	9	-6	2	0.0
Cc1ccnc(NC(=O)CCNC(=O)c2ccc(Cl)cc2)c1	-7	.	-127	-82	-306	0.3	-192	-11	-4	-4	0.2
O=C(Nc1ccccc1-c1ccccc1)c1ccccc1[N+](=O)[O-]	3	1	4	-2	12	0.6	15	-19	11	-15	-0.1
COCCCn1c(=S)[nH]c(C)c(C)c1=O	-17	0	-11	18	13	0.1	16	-5	-5	-4	-0.1
COc1ccc(-n2c(=O)c(CCC(=O)N3CCN(c4cccc(OC)c4)CC3)nc3ccccc32)cc1	.	.	8	.	1	1.6	19	-6	6	-1	2.2

Structures above with a thiophene ring, fused or not, in the order listed:
SMILES	Vif imaging	NR2E3 ag-1	NR2E3 ag-2	MITF TRPM1 inh	Peg3 promoter	iPSC survival up	HIF-2a inh	CaV13 FRET inh	PDI turbidity	Granule exo inh	aDG glyco act
CN(C)S(=O)(=O)c1cccc(C(=O)NCc2cccs2)c1	-3	-1	-23	5	1	6.0	18	.	10	1	-0.1
NC(=O)COC(=O)c1cc(-c2cccs2)nn1-c1ccccc1	-2	0	-26	-5	-8	1.2	17	3	11	1	-0.2
CCCCC(=O)Nc1sc2c(c1C#N)CC(C)(C)OC2	-15	-3	-40	-90	-160	-0.5	-102	7	-11	-2	0.1

No new results follow: entries from further up.
SMILES	Vif imaging	NR2E3 ag-1	NR2E3 ag-2	MITF TRPM1 inh	Peg3 promoter	iPSC survival up	HIF-2a inh	CaV13 FRET inh	PDI turbidity	Granule exo inh	aDG glyco act
COc1ccc(S(=O)(=O)NCc2ccccn2)cc1C	1	.	18	.	-4	4.2	0	-12	4	11	-0.1
Cc1ccc(NC(=O)CSc2nc3ccccc3c(=O)n2CCCN2CCCCC2)cc1C	-2	3	-25	70*	55*	-1.4	35	-3	8	14	8.3*
